bCat KO growth: beta-catenin-lacking colon tumor cell growth suppression. HCT116 beta-catenin knockout viability, CellTiter-Glo, 60 h; active compounds read low. viability, % at 10 µM. 140,000 compounds, 1.5% hits;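 active means viability at or under a set limit, the compound median less 4 SD, cut at about 6% in these data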;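 further: 0% = Hyamine 1622 control at 20 µM and 100% = untreated cell control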
E-sel TNF inh: blocks E-selectin expression induced by TNF alpha; HUVEC TNFa-induced E-selectin immunofluorescence, high content; inhibition, % at 2 µM; 120,000 compounds, 0.71% hits; AID 1246;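 active means inhibition above the batch mean plus 3 SD, and confirmed as a hit on visual image review, cut at about 43% in these data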;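 further: 0% = TNF-stimulated DMSO wells and 100% = unstimulated control wells; not every result past the cut was called active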
Yeast growth inh: reduces growth of yeast BB579 in restrictive medium. S. cerevisiae BB579 growth, OD615, 48 h. inhibition, % at 10 µM. 140,000 compounds, 0.51% hits. AID 804;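 active means inhibition above a set limit, 3 SD over the mean compound inhibition, cut at about 44% in these data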; further: inactives centre near -24
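test system = yeast BB579 (DeaD) | buffer or medium = restrictive CSMM-D medium | doses = single compound dose of 10 µM, 0.25% DMSO final | times = 4 h preincubation and 48 h exposure at 30 °C | technique = culture absorbance at 615 nm | benchmarks = amphotericin B 10 µg/mL, positive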
HCT116 PTEN-null: suppresses growth of cells with PTEN deletion. HCT116 PTEN-null viability, CellTiter-Glo, 60 h; active compounds read low. viability, % at 10 µM. 140,000 compounds, 1.2% hits. AID 827;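 active means viability at or below a set limit, 4 SD under the median of all tested compounds, cut at about 3.7% in these data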;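 further: PTEN knockout HCT116 line with beta catenin targeted HCT116 as companion control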
GALR2 blocker: GALR2 (human) receptor antagonism. O43603. GALR2-expressing cells, antagonist mode. inhibition, % at 4 µM. 140,000 compounds, 0.39% hits; in the data active means inhibition above about 27%;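 further: cells stimulated with galanin 1-16 at roughly its EC80; 0% = agonist challenge control and 100% = basal control without agonist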
Target sequence (O43603 whole entry, looked up): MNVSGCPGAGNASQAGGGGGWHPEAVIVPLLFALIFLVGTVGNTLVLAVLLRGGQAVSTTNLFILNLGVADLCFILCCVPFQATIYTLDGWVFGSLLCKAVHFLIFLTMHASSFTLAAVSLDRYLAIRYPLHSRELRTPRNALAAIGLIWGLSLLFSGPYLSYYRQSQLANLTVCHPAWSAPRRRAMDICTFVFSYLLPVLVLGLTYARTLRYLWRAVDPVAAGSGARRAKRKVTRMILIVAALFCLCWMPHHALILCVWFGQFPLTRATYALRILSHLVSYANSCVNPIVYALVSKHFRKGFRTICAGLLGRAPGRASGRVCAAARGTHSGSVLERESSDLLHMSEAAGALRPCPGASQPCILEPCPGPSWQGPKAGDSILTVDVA
Yeast lifespan up: yeast lifespan extension | AID 775 | 130,000 compounds, 0.68% hits | inhibition of the nicotinamide effect, % at 10 µM | S. cerevisiae growth with nicotinamide, OD615; deaD strain in restrictive glucose medium;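 active means inhibition above a set limit, placed 3 SD over the median of all compounds, cut at about 26% in these data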;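 further: 0% = nicotinamide-treated wells and 100% = cells grown without nicotinamide; some compounds called inactive have numbers as strong as hits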
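Assay system: DeaD-strain S. cerevisiae. Medium: CSMM-D glucose medium, restrictive. Reagent: nicotinamide, 1.5 mM, co-present with compound. Compound: 10 µM single point, 0.25% DMSO. Schedule: culture preincubation 4 h, compound exposure 48 h, both 30 °C. Detection: absorbance at 615 nm.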
NPY-Y2 antag: NPY-Y2 (human) receptor antagonism; 140,000 compounds, 0.99% hits; P49146; inhibition, % at 2.7 µM; AID 793; NPY-Y2 expressing cells, antagonist mode; in the data active means inhibition above about 17%;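 further: 0% = vehicle with agonist challenge and 100% = reference antagonist with challenge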
Target sequence (P49146 whole entry, looked up): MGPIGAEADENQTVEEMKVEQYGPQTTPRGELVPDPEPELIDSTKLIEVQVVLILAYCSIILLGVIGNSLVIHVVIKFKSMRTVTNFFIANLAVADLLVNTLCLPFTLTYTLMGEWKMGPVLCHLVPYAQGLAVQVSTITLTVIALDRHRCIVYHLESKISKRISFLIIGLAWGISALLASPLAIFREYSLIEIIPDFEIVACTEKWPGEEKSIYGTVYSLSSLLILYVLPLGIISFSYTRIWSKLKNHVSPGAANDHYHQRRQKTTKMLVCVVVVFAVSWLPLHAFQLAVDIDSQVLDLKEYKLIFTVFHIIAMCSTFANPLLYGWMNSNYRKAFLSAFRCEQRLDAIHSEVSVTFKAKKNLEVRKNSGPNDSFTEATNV
MRP1 act: activators of MRP-1; H69AR cells + doxorubicin, viability rescue, CellTiter-Glo; viability increase, % at 10 µM; 140,000 compounds, 0.61% hits;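 active means viability gain under doxorubicin at or above a set limit, the compound median plus 3 SD, cut at about 4.7% in these data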;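 further: MRP-1 overexpressing cells given doxorubicin 25 µM after compound pretreatment; 18-22 h compound pretreatment then 72 h with doxorubicin before readout; 0% = doxorubicin-only wells and 100% = vehicle-treated cells without doxorubicin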
Measles CPE: protection of cells from measles virus; AID 841; 140,000 compounds, 1.5% hits; protection (pct of control), % at 4 µM; Measles virus-infected cells, CPE protection, absorbance; in the data active means protection mostly above about 24%, no sharp cut-off; inactive means mostly below about 26%; further: some compounds called inactive have numbers as strong as hits
Phagocytosis inh: macrophage phagocytosis inhibition | J774A.1 macrophage IgG-bead phagocytosis, imaging | 110,000 compounds, 0.07% hits | inhibition, % at 5 µM;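 active means inhibition above the mean of the plate negative controls plus 5 SD, cut at about 13% in these data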;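 further: phagocytic index as fraction of beads internalized from green versus red external bead signal; plate controls were DMSO negative control for no effect and cytochalasin-D positive control for full effect; some results beyond the cut were filed as inactive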
* = called active by the depositor; x = not tested or not shown.

SMILES | bCat KO growth | E-sel TNF inh | Yeast growth inh | HCT116 PTEN-null | GALR2 blocker | Yeast lifespan up | NPY-Y2 antag | MRP1 act | Measles CPE | Phagocytosis inh
COc1ccc(-c2cc(C(=O)Nc3nc4c(C)cccc4s3)c3ccccc3n2)cc1OC | 72 | -47 | -50 | 62 | 11 | -12 | 45* | -3.0 | 7 | -1
Cc1ccc2c(Cl)c(C(=O)Nc3cc(C)on3)sc2c1 | 63 | 5 | -9 | 71 | 29* | -2 | -2 | -1.0 | 5 | 0
O=C(CCn1nc(-c2ccc(Cl)cc2)c2ccccc2c1=O)NCCN1CCOCC1 | 74 | 16 | -13 | 90 | -4 | -10 | 2 | -3.0 | 3 | 0
CCN(CC)S(=O)(=O)c1ccc2[nH]cc(C(=O)NCCN3CCCCCC3)c(=O)c2c1 | 98 | -14 | -21 | 100 | 8 | -12 | -2 | 0.0 | 7 | 0
O=C(CN(Cc1ccco1)C(=O)c1cc(=O)[nH]c2ccccc12)Nc1ccccc1Br | 96 | 5 | -41 | 84 | 5 | -6 | 4 | -3.1 | 11 | x
Cn1ncc(Br)c1C(=O)OCC(=O)Nc1nc(-c2ccccc2)cs1 | 93 | -14 | 5 | 93 | -4 | x | 7 | 4.0 | 35* | x
CCOc1ccc(N2C(=O)CC(N(CCc3ccc(OC)c(OC)c3)C(=S)Nc3ccccc3)C2=O)cc1 (stereo unspecified) | 45 | x | -14 | 37 | 0 | -2 | -5 | -3.9 | 1 | x
Cc1noc(C)c1C(=O)N1CCN(Cc2ccccc2)CC1 | 98 | 22 | -10 | 96 | 8 | -3 | 3 | -2.0 | 13 | 0
CCNC(=O)C1CCN(S(=O)(=O)c2ccc(F)cc2)CC1 | 94 | 9 | -26 | 92 | -7 | -2 | -2 | -0.8 | 5 | -1
CSCCC(NS(=O)(=O)c1ccc(Cl)cc1)C(=O)OCC(=O)N1CCOCC1 (stereo unspecified) | 86 | -13 | -6 | 90 | -1 | -9 | 0 | -0.2 | 3 | x
O=C(c1ccccc1S(=O)(=O)NCc1ccccc1)N1CCCCC1 | 95 | x | 13 | 101 | x | -4 | x | -1.3 | 6 | 0
COc1ccc(-c2nnc3sc(-c4ccco4)nn23)cc1OC | 98 | -21 | -49 | 93 | -16 | -17 | 5 | -1.3 | 12 | -2
O=C(c1csc2ccccc12)N1CCN(c2ccc(Cl)c(Cl)c2)CC1 | 92 | 28 | -38 | 77 | -6 | -24 | 4 | 0.7 | 2 | x
CCN(CC)CCCN(C(C)=O)c1nc(-c2cc(OC)ccc2OC)cs1 | 74 | x | -11 | 66 | -3 | -18 | 7 | -3.9 | 12 | 0
CCOC(=O)c1c(-c2ccccc2)oc2ccc(O)c(CN3CCN(C)CC3)c12 | 7 | 13 | 11 | 9 | 14 | -4 | 5 | -5.5 | 7 | -4
O=C(Cc1cccs1)Nc1nnc(SCC(=O)N2CCCCC2)s1 | 101 | -10 | -10 | 112 | 16 | -11 | 1 | -0.1 | 5 | -1
COc1ccc(C(=O)Nc2ccc3[nH]c(-c4cccc(OC)c4)cc(=O)c3c2)cc1 | 25 | 20 | -36 | 25 | 0 | 1 | 6 | -3.8 | 17 | x
O=C(O[C@@H]1OC2COC(=O)c3cc(O)c(O)c(O)c3-c3c(cc(O)c(O)c3O)C(=O)O[C@@H]([C@H]1O)[C@@H]2O)c1cc(O)c(O)c(O)c1 | 31 | x | 16 | 61 | -1 | -1 | -2 | -1.1 | 5 | x
O=C(CCCCCN1C(=O)c2ccccc2C1=O)Nc1ccc(S(=O)(=O)N2CCCCC2)cc1 | 84 | 6 | -43 | 81 | -5 | -19 | -2 | 0.6 | 2 | -1
Cc1cc(C(=O)N/N=C/c2cc(Br)ccc2OC(=O)c2ccccc2)n[nH]1 | 9 | -51 | -39 | 15 | 3 | 15 | 0 | 9.4* | 7 | 0

Some entries already given, limited to GALR2 blocker, Yeast growth inh and bCat KO growth.
smiles | GALR2 blocker | Yeast growth inh | bCat KO growth
CSCCC(NS(=O)(=O)c1ccc(Cl)cc1)C(=O)OCC(=O)N1CCOCC1 (stereo unspecified) | -1 | -6 | 86
O=C(c1ccccc1S(=O)(=O)NCc1ccccc1)N1CCCCC1 | x | 13 | 95
COc1ccc(-c2nnc3sc(-c4ccco4)nn23)cc1OC | -16 | -49 | 98
O=C(c1csc2ccccc12)N1CCN(c2ccc(Cl)c(Cl)c2)CC1 | -6 | -38 | 92

The list goes on:
SMILES | bCat KO growth | E-sel TNF inh | Yeast growth inh | HCT116 PTEN-null | GALR2 blocker | Yeast lifespan up | NPY-Y2 antag | MRP1 act | Measles CPE | Phagocytosis inh
CSc1nc2ccccc2cc1/C=C(\C#N)c1cccc(Cl)c1 | 7 | -48 | -19 | 7 | 0 | -4 | 3 | -1.9 | 23 | x
CCCCN(C)C(=O)c1ccc(CS(=O)(=O)c2ccccc2C)o1 | 93 | x | -11 | 99 | 7 | -4 | 7 | -2.4 | 4 | x
Cn1c(=O)cc(OCCCC(=O)N2CCCCC2)c2ccccc21 | 65 | -14 | -15 | 63 | -3 | -3 | -2 | -3.2 | 12 | x
O=C(Cc1ncc(C(F)(F)F)cc1Cl)N1CCN(c2ccc(F)cc2)CC1 | 88 | x | -31 | 90 | 3 | 0 | 5 | -4.4 | 6 | 0
CCc1nc2ccccc2c(C(=O)OCC(=O)Nc2cccc(S(=O)(=O)N3CCOCC3)c2)c1C | 15 | 0 | -14 | 14 | 13 | -18 | 1 | -5.0 | 10 | x
CCOC(=O)N1CCN(CCC(=O)Nc2ccc(OC(F)(F)F)cc2)CC1 | 90 | -10 | -14 | 88 | 7 | -6 | 2 | 0.7 | 12 | x
Cc1ccc(NC(=O)C(=O)c2cn(CC(=O)N3CCCCC3)c3ccccc23)cc1 | 80 | -3 | 6 | 76 | 6 | 3 | 7 | 2.7 | 25 | -8
CC(=O)c1cc2c(cc1NC(=O)CSc1nnc(C)s1)OCO2 | 98 | -37 | -48 | 88 | 5 | -8 | 2 | -2.3 | 14 | -1
Fc1ccc(-c2nc3nc4ccccc4nc3n2Cc2ccco2)cc1 | 71 | 5 | -35 | 84 | 5 | -21 | 7 | -3.7 | 4 | 0
c1ccc2c(CCNc3ncnc4nc[nH]c34)cccc2c1 | 71 | 3 | -18 | 68 | 9 | x | 10 | -2.5 | 7 | x
COc1ccc(C2CC(c3ccccc3)=NN2C(=O)c2cccs2)cc1 (stereo unspecified) | 95 | -23 | -19 | 87 | -4 | -4 | 4 | 0.5 | 3 | 2
Cc1ccccc1Nc1nnc(C)c(=O)n1N | 101 | 9 | -14 | 96 | -12 | -19 | 0 | -3.1 | 7 | -2
O=C(CNC(=O)Cc1ccccc1)NCC(=O)OCC(=O)c1ccc(Cl)cc1 | 98 | 19 | -6 | 99 | -8 | -6 | 2 | -1.6 | 10 | 4
O=C(NC1CCCCCC1)C1CCCN(S(=O)(=O)c2cccs2)C1 (stereo unspecified) | 85 | -3 | -28 | 93 | 8 | -13 | 5 | -1.5 | 17 | -1
O=C(c1ccc(S(=O)(=O)c2cccc(Cl)c2)c([N+](=O)[O-])c1)N1CCN(Cc2ccccc2)CC1 | 16 | 1 | 8 | 24 | 2 | 2 | 1 | -5.2 | 6 | -8
CCCNC(=O)OC[C@H]1O[C@H](CCO/N=C/C[C@@H]2C=C[C@H](OC(C)=O)[C@@H](COC(C)=O)O2)C=C[C@@H]1Oc1ccc(OC)cc1 | 93 | 6 | -22 | 72 | 15 | -3 | 4 | -3.3 | 20 | x
Cc1nn2cc(-c3ccc(N)cc3)nc2s1 | 102 | 10 | -18 | 84 | 0 | -17 | 1 | -2.1 | 2 | 3
COc1ccccc1N1CCN(C(=O)c2ccc3[nH]c4c(c3c2)CCCC4)CC1 | 83 | x | -31 | 72 | -7 | 2 | 2 | 0.9 | 22 | x
CCC(=O)NC(Nc1cc(C)cc(C)n1)(C(F)(F)F)C(F)(F)F | 80 | -30 | -16 | 96 | -4 | x | 0 | -2.2 | 4 | x
CC(C)C(c1nnnn1C1CCCC1)N1CCN(c2ccccc2F)CC1 (stereo unspecified) | 71 | -7 | -43 | 66 | -27 | -14 | 9 | -1.0 | 33 | -1

Ordered by SMILES length (smallest number first): part of the list above.
SMILES | bCat KO growth | E-sel TNF inh | Yeast growth inh | HCT116 PTEN-null | GALR2 blocker | Yeast lifespan up | NPY-Y2 antag | MRP1 act | Measles CPE | Phagocytosis inh
Cc1nn2cc(-c3ccc(N)cc3)nc2s1 | 102 | 10 | -18 | 84 | 0 | -17 | 1 | -2.1 | 2 | 3
Fc1ccc(-c2nc3nc4ccccc4nc3n2Cc2ccco2)cc1 | 71 | 5 | -35 | 84 | 5 | -21 | 7 | -3.7 | 4 | 0
CC(C)C(c1nnnn1C1CCCC1)N1CCN(c2ccccc2F)CC1 (stereo unspecified) | 71 | -7 | -43 | 66 | -27 | -14 | 9 | -1.0 | 33 | -1

Continued.
SMILES | bCat KO growth | E-sel TNF inh | Yeast growth inh | HCT116 PTEN-null | GALR2 blocker | Yeast lifespan up | NPY-Y2 antag | MRP1 act | Measles CPE | Phagocytosis inh
CC(C)OC(=O)Cn1cnc2ccc(Br)cc2c1=O | 82 | 5 | 0 | 81 | 1 | 5 | -2 | -0.8 | 5 | -1
Cc1ccc(S(=O)(=O)N2CCC(C(=O)NCCCOC(C)C)CC2)cc1 | 95 | -2 | -34 | 93 | 4 | -16 | -4 | -2.2 | 20 | x
O=C(c1cccs1)N1CCN(C(=O)C(c2ccccc2)c2ccccc2)CC1 | 89 | 1 | -36 | 94 | 12 | -19 | 4 | -1.5 | 8 | x
COc1ccc(-c2csc(N3CCN(Cc4ccc5c(c4)OCO5)CC3)n2)cc1 | 110 | -1 | -41 | 106 | -4 | -9 | 1 | 0.4 | 7 | -1
CCOC(=O)C1CCCN(C(=O)c2sc3nc(-c4ccc(OC)cc4)cn3c2C)C1 (stereo unspecified) | 92 | -9 | -55 | 84 | 0 | -7 | 1 | -2.6 | 2 | x
CCCNC(=O)c1ccccc1NS(=O)(=O)c1ccc(OC)c(OC)c1 | 96 | 2 | -9 | 101 | 9 | x | 1 | 0.3 | 7 | x
COc1ccc(CN2CC(C(=O)N3CCOCC3)CC2=O)cc1 (stereo unspecified) | 99 | 0 | -24 | 97 | -19 | -1 | 2 | -0.1 | 2 | 0

Reprinted at random: three entries already listed, in no set order.
SMILES | bCat KO growth | E-sel TNF inh | Yeast growth inh | HCT116 PTEN-null | GALR2 blocker | Yeast lifespan up | NPY-Y2 antag | MRP1 act | Measles CPE | Phagocytosis inh
CCCNC(=O)c1ccccc1NS(=O)(=O)c1ccc(OC)c(OC)c1 | 96 | 2 | -9 | 101 | 9 | x | 1 | 0.3 | 7 | x
CC(C)OC(=O)Cn1cnc2ccc(Br)cc2c1=O | 82 | 5 | 0 | 81 | 1 | 5 | -2 | -0.8 | 5 | -1
Cc1ccc(S(=O)(=O)N2CCC(C(=O)NCCCOC(C)C)CC2)cc1 | 95 | -2 | -34 | 93 | 4 | -16 | -4 | -2.2 | 20 | x
